Bioassay records deposited in PubChem by The Scripps Research Institute Molecular Screening Center.
MITF primary – MITF inhibitors, primary screen, biochemical, AlphaScreen, human; AID 1259374, 2018; AlphaScreen MITF homodimerization, bead proximity signal; inhibition, % at 2.6 µM; 650,000 compounds, 0.91% hits; Microphthalmia-associated transcription factor (Homo sapiens), O75030; in the data active means inhibition above about 50%;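 further: 0% = vehicle wells with protein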
Target sequence (O75030 whole entry, looked up): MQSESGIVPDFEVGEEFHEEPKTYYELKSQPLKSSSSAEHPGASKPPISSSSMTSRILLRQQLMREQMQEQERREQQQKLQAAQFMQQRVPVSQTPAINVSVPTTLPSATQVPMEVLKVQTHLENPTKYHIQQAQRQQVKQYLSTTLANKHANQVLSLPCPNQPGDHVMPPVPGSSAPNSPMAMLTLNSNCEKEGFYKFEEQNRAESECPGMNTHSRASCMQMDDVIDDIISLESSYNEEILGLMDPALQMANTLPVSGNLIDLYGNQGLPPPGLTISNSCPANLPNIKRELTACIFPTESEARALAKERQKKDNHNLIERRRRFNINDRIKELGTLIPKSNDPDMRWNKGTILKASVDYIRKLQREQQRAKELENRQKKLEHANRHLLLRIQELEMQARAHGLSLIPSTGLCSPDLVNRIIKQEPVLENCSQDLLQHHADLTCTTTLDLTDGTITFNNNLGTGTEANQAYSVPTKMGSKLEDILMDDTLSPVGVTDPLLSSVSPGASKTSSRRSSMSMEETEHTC
GPR151 activ – activators of human GPR151, primary screen, cell-based, PathHunter beta-arrestin, luminescence; 650,000 compounds, 1% hits; G-protein coupled receptor 151 (Homo sapiens), Q8TDV0; activation, % at 11.2 µM; PathHunter beta-arrestin GPR151 cells; in the data active means activation above about 4.9%;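 further: 0% = median of compound wells and 100% = cells with positive control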
Target sequence (Q8TDV0 whole entry, looked up): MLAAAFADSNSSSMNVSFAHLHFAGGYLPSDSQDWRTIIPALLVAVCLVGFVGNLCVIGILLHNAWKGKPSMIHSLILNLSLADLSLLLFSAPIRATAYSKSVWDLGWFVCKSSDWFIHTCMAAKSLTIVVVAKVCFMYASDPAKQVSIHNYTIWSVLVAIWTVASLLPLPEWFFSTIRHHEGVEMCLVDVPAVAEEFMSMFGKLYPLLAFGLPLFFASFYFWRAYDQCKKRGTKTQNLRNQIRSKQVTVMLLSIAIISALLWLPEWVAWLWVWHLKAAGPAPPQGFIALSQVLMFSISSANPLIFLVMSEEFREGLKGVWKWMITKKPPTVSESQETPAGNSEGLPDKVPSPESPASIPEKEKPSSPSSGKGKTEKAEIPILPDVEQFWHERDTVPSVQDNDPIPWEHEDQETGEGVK
FBW7 act – FBW7 E3 ligase activators, primary screen, biochemical, AlphaScreen, human | AID 1259310, 2017 | AlphaScreen FBW7–phospho-cyclin E peptide binding, activator screen | 650,000 compounds, 0.13% hits | F-box/WD repeat-containing protein 7 (Homo sapiens), Q969H0 | normalized activity (activation), % at 26.1 µM; in the data active means normalized activity above about 1.9%;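 further: purified mutant Fbw7 with reduced substrate affinity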
TEAD-YAP block – TEAD-YAP interaction inhibition, primary screen, TEAD-YAP interaction inhibitor project, luminescence, HEK-TIYL cells; 640,000 compounds, 1.4% hits; TEAD-Gal4/YAP UAS-luciferase luminescence; inhibition, % at 9.12 µM; in the data active means inhibition above about 32%;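 further: 0% = median of test compound wells and 100% = reference inhibitor wells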
The depositor's hits bear a star.

The first seven records, to show the layout:
compound,MITF primary,FBW7 act,TEAD-YAP block,GPR151 activ
CCOc1ccc(N2C(=O)CC(N3CCN(c4cccc(C(F)(F)F)c4)CC3)C2=O)cc1 (centres undefined),-2,0.7,-9,-1.8
O=C(NC1CCCCC1)C1C2C=CC3(CN(Cc4cccs4)C(=O)C13)O2 (centres undefined),-17,-0.1,5,2.5
COc1cc(CN2CCC(CO)(CCOc3ccccc3)CC2)cc(OC)c1,5,-0.1,7,-0.9
Cc1cccc(N2C(N)=C(C#N)C(c3ccc4c(c3)OCO4)C3=C2CC(C)(C)CC3=O)c1 (centres undefined),-2,-0.3,0,-0.2
CN(Cc1ccc(C(=O)NC2CCC(O)CC2)c(=O)[nH]1)CC(O)c1ccccc1 (centres undefined),2,-0.1,-8,-0.3
Cn1cc(-c2nc(Nc3ccc(-n4cnc(N5CCC(O)CC5)n4)cc3)ncc2F)cn1,-5,0.0,85*,-0.4
COc1cc(/C=C2\SC(NC(C)=O)=NC2=O)ccc1OCc1ccccc1F,-12,0.0,3,0.2

The list itself, repeating the preview:
compound,MITF primary,FBW7 act,TEAD-YAP block,GPR151 activ
CCOc1ccc(N2C(=O)CC(N3CCN(c4cccc(C(F)(F)F)c4)CC3)C2=O)cc1 (centres undefined),-2,0.7,-9,-1.8
O=C(NC1CCCCC1)C1C2C=CC3(CN(Cc4cccs4)C(=O)C13)O2 (centres undefined),-17,-0.1,5,2.5
COc1cc(CN2CCC(CO)(CCOc3ccccc3)CC2)cc(OC)c1,5,-0.1,7,-0.9
Cc1cccc(N2C(N)=C(C#N)C(c3ccc4c(c3)OCO4)C3=C2CC(C)(C)CC3=O)c1 (centres undefined),-2,-0.3,0,-0.2
CN(Cc1ccc(C(=O)NC2CCC(O)CC2)c(=O)[nH]1)CC(O)c1ccccc1 (centres undefined),2,-0.1,-8,-0.3
Cn1cc(-c2nc(Nc3ccc(-n4cnc(N5CCC(O)CC5)n4)cc3)ncc2F)cn1,-5,0.0,85*,-0.4
COc1cc(/C=C2\SC(NC(C)=O)=NC2=O)ccc1OCc1ccccc1F,-12,0.0,3,0.2
COc1cc(-c2ncnn2-c2cccc(Cl)c2C)cc(OC)c1OC,3,0.1,3,-0.6
C=CCn1c(SCC(=O)Nc2nccs2)nnc1C(C)NC(=O)c1ccccc1C (centres undefined),10,0.5,0,0.8
CC(C)(C)OC(=O)N/N=C/c1ccc(Cl)cc1,-7,-0.1,-58,-1.6
CNCC(O)Cn1ccc2ccccc21 (centres undefined),4,0.0,12,1.2
Cc1ccccc1OCC(=O)Nc1ccccn1,1,-0.1,42*,-5.6
COc1cc(Nc2cc(C)nc(NCCN3CCOCC3)n2)cc(OC)c1OC,16,0.1,-2,-1.1
COC1=C(C(C)(C)C)C(=O)C(=O)C(C(C)(C)C)=C1,3,0.0,5,1.2
COc1ccc(OC)c(NC(=O)c2ccc(C(C)(C)C)cc2)c1,-11,-0.1,-12,1.6
CCCn1c(SCC(=O)N2c3ccccc3CC2C)nnc1-c1ccccn1 (centres undefined),3,-0.2,22,0.3
Cc1ccccc1CN1C(=O)CSc2ccc(C(=O)NCc3cccnc3)cc21,-7,-0.1,6,-0.8
COc1ccc(NC(=O)CCCNC(=O)Cn2cnc3sc(C)c(C)c3c2=O)cc1Cl,2,-0.1,13,-0.5
COCCN1C=C(C(=O)OC)C(c2ccccc2Cl)C(C(=O)OC)=C1,8,0.2,1,-0.6
O=C(NNC(=O)c1n[nH]c(=O)c2ccccc12)c1ccccc1,3,0.1,-3,3.7
COc1cccc2cc(C(=O)Nc3cccc(C)c3)c(=O)oc12,2,0.5,0,-1.2
CCNC(=S)N(CCc1ccc(OC)cc1)C1CC(=O)N(c2ccccc2)C1=O (centres undefined),7,-0.1,-4,0.1
CSc1ccc(CC(=O)Nc2onc3c2CCCC3)cc1,2,-0.1,-31,1.0
CN(CCCN1C(=O)C2C(C(=O)Nc3cccc(Cl)c3)C3C=CC2(O3)C1C(=O)NC1CCCCC1)Cc1ccccc1 (centres undefined),-7,-0.1,2,-1.0
O=C(CSc1nnc(NC(=O)c2cccs2)s1)Nc1ccc2c(c1)OCCO2,1,0.4,-6,3.1
O=C1c2ccccc2-c2ncccc21,2,0.1,2,0.6
CC(=O)Nc1ccc(S(=O)(=O)Oc2ccc(C=O)cc2Br)cc1,-21,0.0,-3,-1.0
Cc1ccc2nc(-c3cc4ccccc4oc3=O)cn2c1,-2,0.1,-36,-4.7
O=C(Nc1ccc(Cl)c(S(=O)(=O)Nc2ccc(Cl)cc2)c1)c1cc(Br)cc(Br)c1O,-15,0.0,1,-0.5
CC(=O)Nc1cscc1-c1ccccc1,25,0.2,8,1.4
COc1ccc(C/C(N)=N/OC(=O)COc2cccc3ccccc23)cc1,-15,0.0,2,0.8
CN1CCC(C(=S)Nc2ccc(Cl)cc2)/C1=C\[N+](=O)[O-] (centres undefined),-4,-0.1,-31,1.6
CCc1cccc(CC)c1N(COC)C(=O)Cn1c(C)nc2ccccc21,-8,-0.2,-3,0.8
COc1cc(OC)cc(C(=O)N2CCN(S(=O)(=O)Cc3ccccc3)CC2)c1,13,-0.1,6,-0.3
O=C1NC(=O)N(c2ccccc2)C(=O)/C1=C\c1ccc(-c2cccc([N+](=O)[O-])c2)o1,-1,-0.1,-3,0.9
COc1ccc(-c2noc(N3CCCC(C(=O)N(C)c4cccc(Cl)c4)C3)n2)cc1 (centres undefined),5,0.4,6,-1.4
COc1ccc(-c2cc(C(=O)Nc3sc4c(c3C(N)=O)CCCC4)no2)cc1OC,8,0.0,7,-0.4
O=[N+]([O-])c1ccc(/C=C2\CCC(/C=N/N=C/c3ccco3)=C2N2CCOCC2)cc1,8,-0.2,8,0.0
C[C@@H]1CN(Cc2ccccc2F)CCN1Cc1ccc2nccnc2c1,9,0.4,0,0.4
O=C(Oc1coc(CSc2ncccn2)cc1=O)c1ccc(-c2ccccc2)cc1,8,0.1,4,-0.2
COc1ccc2c(c1)OCC(C(=O)Nc1cc(F)c(-c3cn[nH]c3)cc1OCCN(C)C)C2 (centres undefined),-1,0.1,-18,0.0
COc1cccc(-n2c(=S)sc3c(=O)n(-c4ccccc4C)c(SCC(=O)Nc4ccc(N(C)C)cc4)nc32)c1,-3,0.0,17,1.7
O=C(CNCc1cccnc1)N1c2ccccc2Sc2ccc(Cl)cc21,30,-0.3,-9,-0.6
Cn1c(=O)[nH]c(=O)c2c1nc(N1CCCCC1)n2Cc1cccc(Br)c1,4,0.1,-1,2.9
COCCNC(=S)NC(=O)c1ccccc1,5,0.5,7,0.3
Cc1ccc(Nc2nnc(-c3ccncc3)s2)c(Br)c1,-4,-0.3,-7,-0.1
CC1CCc2nc(NC(=O)CN3CCN(Cc4ccccc4)CC3)sc2C1 (centres undefined),7,0.0,16,2.2
CCOC(=O)c1cc2c(C(F)(F)F)cc(-c3cccnc3)nc2o1,-5,0.0,-4,-1.3
O=C(CCl)NC1CCOc2ccccc21 (centres undefined),2,-0.2,23,3.1
O=c1c(Cl)c(Cl)cnn1-c1ccccc1Cl,12,-0.1,-21,0.4
Cc1cc(C)nc(-n2nc(C(=O)O)c3c2C2(C)CCC3C2)n1 (centres undefined),2,-0.4,12,-0.3
CN(C)CCCOc1ccc2ccccc2c1,26,-0.1,-22,3.7
Cc1nc(C(=O)N2CCOc3ccc(CN4CCc5ccccc5C4)cc3C2)cs1,-16,-0.1,-3,2.5
CCc1cc(C(=O)N2CCC(C3(C)NC(=O)N(Cc4ccc(F)cc4)C3=O)CC2)no1 (centres undefined),11,0.3,1,1.5
Cn1c(=O)c2c(SCC(=O)Nc3nccs3)nc(C3CCCCC3)nc2n(C)c1=O,-4,0.3,-10,-1.9
Cc1cccc(N2CCN(c3ncnc4c3c(-c3ccccc3)cn4-c3cccc(Cl)c3)CC2)c1C,20,0.2,-5,6.1*
COc1ccc(NC(=O)Nc2ccccc2C)cc1,10,0.0,-36,-6.5
Cc1cc(=O)[nH]c(-n2nc(C3CC3)cc2NC(=O)Cc2ccc(F)cc2)n1,20,-1.2,18,-0.5
CCOc1ccc(NC(=O)c2ccc3c(=O)n(-c4cccc(C(F)(F)F)c4)c(=S)[nH]c3c2)cc1,-4,0.0,8,-0.1
COc1cc(/C=N/NC(=O)c2cccc(NC(=O)c3ccccc3)c2)ccc1O,7,-0.1,-22,-0.2

New compounds follow:
compound,MITF primary,FBW7 act,TEAD-YAP block,GPR151 activ
Nc1nc(N2CCN(Cc3ccc4c(c3)OCO4)CC2)nc2c1ncn2-c1ccccc1,1,-0.2,13,0.2
O=C(Nc1cc2cc([N+](=O)[O-])ccc2oc1=O)C1CCCCC1,-2,-0.1,-8,1.3
Cc1noc(NS(=O)(=O)c2ccc(NC(=O)c3ccc(Cl)cc3Cl)cc2)c1C,9,0.0,12,0.1
COc1cc2ccccc2cc1C(=O)Nc1cc(-c2nc3ccccc3o2)ccc1Cl,-22,-0.1,3,-0.2
O=C(Oc1ccc2cc(Br)ccc2c1)N1CCCC1,7,0.2,-40,-1.1
Cc1nc(C)n(-c2ccc(Nc3nccc(-c4ccc5c(c4)OCO5)n3)cc2)n1,-11,0.1,1,0.7
CCc1ccccc1-n1c(C)cn2c3c(=O)n(CC)c(=O)n(C)c3nc12,-3,-0.1,-4,1.4
Cc1cccc(N(CC(=O)NCCC(C)C)C(=O)CCC(=O)Nc2nccs2)c1C,1,-0.1,-4,0.6
Cc1ccc(C2=CC(=O)C(=Nc3c(C)n(C)n(-c4ccccc4)c3=O)O2)cc1,2,0.4,-1,-0.7
Cc1cc(N2CCOCC2)ccc1/C=C1\NC(=O)N(Cc2ccccc2F)C1=O,9,0.0,6,0.4
CCOc1cc(C2C(C(=O)OC)=CN(Cc3ccc(OC)cc3)C=C2C(=O)OC)cc(Br)c1O,2,0.0,-20,0.4
CCN(C(=O)N1CCOCC1)c1ccccc1,0,0.1,4,0.4
COc1ccc(NC(=O)COc2ccccc2CO)cc1,17,0.1,-21,2.1
COc1ccc(C2CC(c3cccs3)=NN2C(=O)CSc2nnc(CNC(=O)c3ccco3)n2-c2cc(C)ccc2C)cc1 (centres undefined),-6,0.8,-1,-0.5
O=C(NCC1CCCO1)C1(c2ccccc2)CCCC1 (centres undefined),1,0.1,1,2.4
Cc1ccc(CS(=O)(=O)c2ccc(C(=O)N3CCCC3)cc2[N+](=O)[O-])cc1,0,-0.2,9,0.1
CCN1C(=O)c2cccc3c(NC(=O)/C=C/c4ccc([N+](=O)[O-])s4)ccc1c23,-8,0.1,4,-0.9
Nc1nn(-c2ccccc2)nc1NC=O,13,-1.5,-23,0.2
COc1cc(Nc2cccc(N(C)C)c2)ncn1,2,-0.1,-11,-0.1
COc1ccc(NC(=O)c2cc3c(C)nc4ccccc4c3o2)c(OC)c1,4,-0.1,-19,-0.1
CCN(CC)C(=O)/C(C#N)=C/c1ccc(-c2cccc([N+](=O)[O-])c2)o1,9,-0.2,-36,-1.9
O=c1c2c(C(F)(F)F)cc(-c3ccccc3)nc2[nH]n1-c1ccccc1,0,-0.1,-2,-0.5
CCOC(=O)C1=C(N)N(c2cccc([N+](=O)[O-])c2)C2=C(C(=O)CC(C)(C)C2)C1c1ccc2c(c1)OCO2 (centres undefined),4,0.0,-7,-0.9
O=C(NC1CCC(O)CC1)c1ccc(CN2CCCCCCC2)[nH]c1=O (centres undefined),9,-0.1,1,-0.3
CCn1c(=O)c2ccccc2n2c(SCC(=O)N3CCC(C)CC3)nnc12,9,0.3,5,-0.3
CCOC(=O)c1cnc2cc(C(F)(F)F)ccc2c1NCc1ccccc1OC,1,0.1,-12,0.0
CCN(CCCNC(=O)CNC(=O)c1nn(-c2ccc(OC)cc2)c(=O)c2ccccc12)Cc1ccccc1,-15,-0.4,-19,2.2
Cc1ccc(-c2nc(CS(=O)(=O)CC(=O)N3CCCC3)c(C)o2)cc1,10,-0.4,8,0.2
CN(C)C(=O)C1Cc2ccccc2CN1S(=O)(=O)c1cccs1 (centres undefined),11,0.7,15,-0.8
CC(C)OC(=O)C(C(=O)C(F)(F)F)c1cc(NS(=O)(=O)c2ccc3c4c(cccc24)C(=O)N3)ccc1O (centres undefined),0,0.2,6,-0.2
COc1cc(C(=O)COc2ccc(C#N)cc2)cc(OC)c1OC,12,0.1,3,1.0
COC(=O)C1=CN(Cc2ccc(Cl)cc2)C=C(C(=O)OC)C1c1ccc(OCc2ccccc2)c(OC)c1,5,-0.1,5,-0.8
COc1cccc(C2CC(=O)C=C(NCc3ccc(F)cc3)C2)c1 (centres undefined),-2,-0.1,30,0.4
Cc1ccccc1C1=N/C(=C\c2cccc(F)c2)C(=O)O1,5,0.0,3,-1.1
CCOc1ccc2nc3cc(N)ccc3c(N)c2c1,5,0.5,-4,-0.1
Cc1sc2ncnc(NCCCN3CCOCC3)c2c1-c1ccccc1,5,0.4,12,-0.8
Cc1ccc(S(=O)(=O)N(C)Cc2nc(-c3ccccc3)no2)cc1,-11,0.1,6,1.4
